Source: PubChem BioAssay (National Center for Advancing Translational Sciences (NCATS))
12-LOX inh: inhibitors of human 12S-lipoxygenase ALOX12; P18054; purified 12hLO, xylenol orange hydroperoxide absorbance; Potency, µM (titrated, usually from 108 µM), inactives show top-dose activity change, negative = inhibition, most hits filed as inhibitors; 580,000 compounds, 1.1% hits; AID 1671190; active = well fitted inhibition curve with a large enough effect; inconclusive = small, poorly fitted or top-dose-only effect, or another doubt; inactive = no such curve, though single readings can be large or run the other way
Target sequence (P18054 whole entry, looked up): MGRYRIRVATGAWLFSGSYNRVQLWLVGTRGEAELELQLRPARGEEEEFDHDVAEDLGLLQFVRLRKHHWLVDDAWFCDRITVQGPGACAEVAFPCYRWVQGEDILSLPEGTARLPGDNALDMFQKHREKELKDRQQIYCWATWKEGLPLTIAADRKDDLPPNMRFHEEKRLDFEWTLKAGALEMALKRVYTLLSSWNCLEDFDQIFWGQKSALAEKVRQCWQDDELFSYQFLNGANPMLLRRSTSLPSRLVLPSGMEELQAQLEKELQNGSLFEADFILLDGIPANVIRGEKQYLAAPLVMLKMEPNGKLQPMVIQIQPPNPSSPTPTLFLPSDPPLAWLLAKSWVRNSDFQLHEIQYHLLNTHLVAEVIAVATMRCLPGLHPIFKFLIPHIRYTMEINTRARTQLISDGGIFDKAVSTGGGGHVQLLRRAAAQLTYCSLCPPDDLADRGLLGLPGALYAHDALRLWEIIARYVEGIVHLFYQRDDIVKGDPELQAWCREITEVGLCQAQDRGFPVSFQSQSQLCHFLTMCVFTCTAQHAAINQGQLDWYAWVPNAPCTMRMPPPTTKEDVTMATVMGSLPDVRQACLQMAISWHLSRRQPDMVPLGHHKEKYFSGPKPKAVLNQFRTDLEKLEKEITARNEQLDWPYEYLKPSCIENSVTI
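Hydroperoxide product was detected by ferrous iron/xylenol orange as the 573 to 405 nm absorbance ratio. Arachidonic acid at 40 uM (final) was turned over for 30 min at room temperature by 150 nM human 12hLO, pH 7.0 Hepes buffer, after 15 min compound preincubation.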
Starred values were filed as active, the others as inactive; u = inconclusive; [ ] = another dose, or the depositor's remark. % is set by controls: 0 for no effect and ±100 for the full control effect; potency is the fitted concentration of half-maximal effect. Not all compounds are listed. The share of hits here may be higher or lower than overall.

SMILES	12-LOX inh
CN(C(=O)[C@@H]1C[C@H](c2cccc(C(F)(F)F)c2)N(Cc2cnn(C)c2)C1)c1ccccc1	18.9%
COc1ccc(N2CCN(c3nc(C(=O)NCc4ccco4)cs3)CC2)cc1	14.1%
CCc1ccc(-c2csc(Nc3cccc(C)n3)n2)cc1	u
CCc1noc(-c2cn(C3CCN(C(=O)c4ccco4)CC3)nn2)n1	29.7%
N#Cc1ccccc1OCC(=O)OCc1ccc(C(N)=O)cc1	-2.8%
c1ccc(C(=NN=C2CCCCCC2)c2ccccc2)cc1	-4.3%
CCOC(=O)CCNC(=O)N1CCOc2ccc(CN3CCc4ccccc4C3)cc2C1	u
O=C(NC1CCN(c2cc(-c3ccc(Cl)cc3)[nH]n2)CC1)c1ccccn1	31.5%[activator]
Cn1cccc1C(=O)N1CCCCC1c1nc(-c2cnccn2)n[nH]1 (stereo not drawn)	39.9%[activator]
c1nc(NCCN2CCOCC2)c2cc(-c3ccc4c(c3)OCO4)ccc2n1	-29.9%
COCCN1CCCCCC(O)c2cc(C(=O)NCc3ccccc3OC)ccc21 (stereo not drawn)	2.8%
CCc1ccc(CN2CCC(Oc3ccc4ccccc4c3)(C(=O)O)CC2)nc1	3.9%
COc1ccc2[nH]c(C[C@@H]3C[C@@H](C(C)C)[C@H](CN(Cc4ccccn4)Cc4ccccn4)C=C3C)nc2n1	111.2%[activator]
O=C(CSc1ncnc2ccccc12)Nc1ccc(F)c(F)c1	u
CCOc1c(Br)cc(C(=O)Nc2nnc(C3CC3)s2)cc1OC	9.1%
C/C(=N/Nc1ccc(Cl)cc1)c1ccc(Br)s1	11.2µM*
COC(=O)[C@]12C[C@H](CC(=O)NCc3ccccc3)C(=O)N(CCC3=CCCCC3)C1=C[C@H](COCc1ccccc1)O[C@@H]2C	-19.4%
COc1cc(NS(=O)(=O)c2cc(-c3n[nH]c(=O)c4c3CCCC4)ccc2C)cc(OC)c1	u
Cc1ccc(OCC(=O)N2CCC3(CC2)CC(OCC2CC2)CCO3)cc1 (stereo not drawn)	30.8%
COc1cccc(CNC(=O)CN2CC3CC(C2)[C@H]2CCCC(=O)N2C3)c1 (stereo partly drawn)	30.2%[activator]

14 compounds out of the list, sorted by length of the SMILES, smallest number first:
SMILES	12-LOX inh
C/C(=N/Nc1ccc(Cl)cc1)c1ccc(Br)s1	11.2µM*
c1ccc(C(=NN=C2CCCCCC2)c2ccccc2)cc1	-4.3%
O=C(CSc1ncnc2ccccc12)Nc1ccc(F)c(F)c1	u
CCOc1c(Br)cc(C(=O)Nc2nnc(C3CC3)s2)cc1OC	9.1%
Cn1cccc1C(=O)N1CCCCC1c1nc(-c2cnccn2)n[nH]1 (stereo not drawn)	39.9%[activator]
COCCN1CCCCCC(O)c2cc(C(=O)NCc3ccccc3OC)ccc21 (stereo not drawn)	2.8%
Cc1ccc(OCC(=O)N2CCC3(CC2)CC(OCC2CC2)CCO3)cc1 (stereo not drawn)	30.8%
c1nc(NCCN2CCOCC2)c2cc(-c3ccc4c(c3)OCO4)ccc2n1	-29.9%
CCc1ccc(CN2CCC(Oc3ccc4ccccc4c3)(C(=O)O)CC2)nc1	3.9%
CCOC(=O)CCNC(=O)N1CCOc2ccc(CN3CCc4ccccc4C3)cc2C1	u
O=C(NC1CCN(c2cc(-c3ccc(Cl)cc3)[nH]n2)CC1)c1ccccn1	31.5%[activator]
COc1cc(NS(=O)(=O)c2cc(-c3n[nH]c(=O)c4c3CCCC4)ccc2C)cc(OC)c1	u
COc1ccc2[nH]c(C[C@@H]3C[C@@H](C(C)C)[C@H](CN(Cc4ccccn4)Cc4ccccn4)C=C3C)nc2n1	111.2%[activator]
COC(=O)[C@]12C[C@H](CC(=O)NCc3ccccc3)C(=O)N(CCC3=CCCCC3)C1=C[C@H](COCc1ccccc1)O[C@@H]2C	-19.4%

Exported bar-delimited: entries from further up.
SMILES | 12-LOX inh
c1nc(NCCN2CCOCC2)c2cc(-c3ccc4c(c3)OCO4)ccc2n1 | -29.9%
COCCN1CCCCCC(O)c2cc(C(=O)NCc3ccccc3OC)ccc21 (stereo not drawn) | 2.8%

Next records
SMILES	12-LOX inh
Cc1cccc(NC(=O)C2CC(=O)N(c3n[nH]c4cccc(F)c34)C2)c1C (stereo not drawn)	31.6%[activator]
CCOC(=O)c1ccc(NS(=O)(=O)c2c(N)[nH]c(=O)[nH]c2=O)cc1	-18.1%
C[C@H](CO)N1C[C@H](C)[C@@H](CN(C)C(=O)Nc2ccc3c(c2)OCO3)OCc2cn(nn2)CCCC1=O	-0.6%
CCC(CC)NC(=O)/C=C/c1csc(C)n1	-19.9%
COc1ccc(CNC(=O)c2cnc3c(c2)N(C(=O)Cc2ccc(C(C)C)cc2)CCC3)cc1OC	2.2%
Cc1ccc(-c2cc3c(=O)n(CCNC(=O)c4nccc5ccccc45)ccn3n2)c(C)c1	28.6%
CCN(C(=O)CCc1ccccc1)C1CC(=O)NC1=O (stereo not drawn)	6.0%
Cn1nc(C(=O)NCc2cccc(Cl)c2)c2c1-c1ccccc1OC2	0.6%
O=C(Nc1cccc(Cl)c1)N[C@H]1C[C@H]2C(=O)NC[C@@H](CCC(=O)N3CCC(O)CC3)N2C1	43.2%
CC(=O)N1CCN([S+](=O)([O-])c2ccc(Cl)nc2)C(=O)C1	-1.2%[6.33 µM]
Cc1noc(C)c1-c1cc2cc(CO)oc2c(NCCN2CCOCC2)n1	-50.2%[176 µM]
O=C(CC1CCCN(c2cnn(CC3CC3)c(=O)c2)C1)NC1CCCC1 (stereo not drawn)	-6.1%
CC(C)N(C)Cc1nnnn1CC(=O)NCc1ccc2nonc2c1	u
CCCCCn1nc(C(=O)NCC(=O)Nc2ccc(Br)cc2C)c2ccccc2c1=O	u
N#Cc1ccc(CN2CCN(c3nccc(Cl)n3)C(=O)C2)cc1	10.1%[176 µM]
CCc1noc(CN2CCC(c3nc4ccccc4s3)CC2)n1	29.0%
CCc1ccc2oc(=O)cc(CN3CCCCCC3)c2c1	-15.4%
COc1ccc(-c2nn(-c3ccccc3)cc2CN2CCN(C)CC2)c(F)c1	-9.6%
O=C(Cn1nc2n(c1=O)CCN(Cc1cccc(Cl)c1)C2=O)NC1CCCC1	6.0%
COc1cccc(C(=O)N[C@H](C(=O)N2CCC[C@H]2C(=O)NCc2ccccc2)C2CCCCC2)c1	-6.4%
CCN1CCN(S(=O)(=O)c2ccc(NC(=O)c3nc(-c4ccccc4)oc3C)cc2)CC1	-22.6%
Cc1ccccc1N1Cc2c(NCc3ccccn3)ncnc2N(C)CC1=O	71.3%[activator]
COc1ccc(N2CC(NC(=O)c3c(F)cccc3F)CC2=O)cc1 (stereo not drawn)	0.3%
NC(=O)Cc1c[nH]c2ncc(-c3cccc(CO)c3)cc12	-8.1%[176 µM]
Cc1ccccc1OCCSC(C)C(=O)NC(C)(C)C (stereo not drawn)	10.5%
CNc1c(NC(=O)CC(=O)OC)c(=O)oc2ccccc12	6.6%
CCC(C)NC(=O)C(NC(=O)c1ccc(C)cc1)C1CCN(C(=O)CC(C)(C)C)CC1 (stereo not drawn)	12.5%
O=C(NCCC1=CCCCC1)c1c(OCC2CC2)cc(=O)n2c1CCCCC2	-4.6%
COc1ccccc1[C@H](c1cccc2ccccc12)[C@@](C)(C#N)C(=O)N1CCC(c2cccc(C(F)(F)F)c2)CC1	u
CC1(c2ccccc2)N(Cc2ccccc2F)C(=O)OC12CCN(C(=O)CCc1ccccn1)CC2 (stereo not drawn)	-1.2%
Cc1ccc(CN(C)C(=O)c2coc(COc3ccc(F)cc3Cl)n2)cc1	-1.4%
Cc1ccc([C@H]2C[C@@H](O)[C@@H](O)[C@@H]2NC2CCOCC2)cc1	14.5%[176 µM]
CCS(=O)(=O)Nc1ccc(C2(C(=O)NC3CCCC3)CCCCC2)cc1	4.8%
CCCCNC(=O)c1cccc(Cl)c1	u
O=c1c2nc(Nc3cccnc3)ccc2ncn1-c1ccc(F)cc1F	74.5%[activator][176 µM]
O=C(CC[C@H]1NC(=O)c2ccccc2NC1=O)NCCc1ccc(O)cc1	14.4%
Cc1ccc(C)c(NC(=O)Cn2c(-c3ccc(F)cc3)nc(C)c(CCO)c2=O)c1	2.1%
Cc1ccc(-c2[nH]c(-c3ccccc3)nc2SCC(=O)Nc2nccs2)cc1	5.1%
Cc1nc(N(C)C2CCCCC2)ncc1C(C)NC(=O)C1(CO)CC1 (stereo not drawn)	95.7%[activator]
CCc1ccc(NC(=O)Cn2c(-c3ccc(F)cc3)nc(C)c(CCO)c2=O)cc1	9.4%
COc1ccc(CNC(=O)[C@@H]2CCC[C@@H](NC(=O)NC3(c4ccccc4)CCOCC3)CN(C)C(=O)C2)cc1	0.4%
O=C1CCCN1c1cccc(-c2csc(-c3ccsc3)n2)c1	u
COCC(=O)Nc1cc(C(=O)N2CC3CCC2C3)c2c(c1)nc(-c1ccncc1)n2C (stereo not drawn)	0.9%
Cn1cccc1CN1CCC2(CC1)COc1ccccc1C(=O)N2	56.2µM*
CCn1ncc(CN2CC[C@H](CNC(=O)COC)[C@H](N(C)C)C2)c1C	63.8%[activator]
Cc1ccc(-c2csc(-c3nc(-c4cc(C)ccc4C)cs3)n2)c(C)c1	10.7%
CC(C)c1noc(CNC(=O)C2CCC(=O)N(CCN3CCOCC3)C2)n1 (stereo not drawn)	-22.1%
O=S(=O)(c1cc(Br)ccc1Br)N1CCC(c2noc3ccccc23)CC1	u
CC(=O)c1ccc(NC(=O)C(c2ccccc2)c2ccccc2)cc1	-7.2%
CCN(CC)C(=O)N1CCC(Oc2ccc(-c3noc(COC)n3)cc2)C1 (stereo not drawn)	23.7%
Next part
SMILES	12-LOX inh
Cc1ccc2c(Cl)cc(Cl)c(OCc3nccn3C(F)F)c2n1	-0.7%
FC(F)(F)c1ccccc1CN1CCCc2nc(-c3ccccc3)ccc21	u
O=C(OC1CCOC1=O)c1ccccc1Nc1ccccc1 (stereo not drawn)	-28.3%
Cc1nn(CC(O)c2ccccc2F)c(=O)c2ccccc12 (stereo not drawn)	u
Cc1ccc(CN2CCOC[C@H]2c2nc(C(C)(C)C)co2)cc1	37.1%[activator][176 µM]
CO[C@H]1COCCN(C(=O)c2ccc(F)cc2)C1	43.6%[activator][176 µM]
O=S(=O)(Nc1nc2ccccc2nc1NCCc1ccccc1)c1cccc(Cl)c1	21.4%
COc1ccc(CNC(=O)CN(c2cccc(Cl)c2Cl)S(=O)(=O)c2ccccc2)cc1	0.5%
COC(=O)c1ccc(COC(=O)Cc2coc3cc(C)ccc23)cc1	-7.4%
O=C(COC(=O)Cc1n[nH]c(=O)c2ccccc12)NCC(=O)Nc1ccc(F)c(F)c1F	-7.2%
O=C(C[C@H]1NC(=O)c2ccccc2NC1=O)Nc1nnc(C2CC2)s1	-11.4%
O=C(N[C@@H](CO)c1ccccc1)c1cc(COc2cccc(F)c2)[nH]n1	28.7%
CC(C)c1ccc(NC(=O)N[C@H]2CO[C@H]3[C@@H]2OC[C@H]3OC(=O)Nc2ccc(Oc3ccccc3)cc2)cc1	-8.6%
CCn1ccnc1C1CCN(C(=O)CC2COCCN2)CC1 (stereo not drawn)	u
Cc1cc(C)cc([C@H]2C[C@]34CN(C(=O)OC(C)(C)C)S(=O)(=O)[C@H]3C[C@H]2O4)c1	6.5%
Cc1ccc(OCC(=O)N2CCC(NC(=O)c3ccccc3)CC2)c(C)c1	0.0%
NS(=O)(=O)c1ccc(N/N=C/c2ccc(-c3ccccc3Br)o2)c([N+](=O)[O-])c1	6.1%
COC(=O)c1ccc2nc(C[C@@H]3C[C@@H](C(C)C)[C@H](CNC(=O)[C@@H]4CCCC[C@@H]4C(=O)O)C=C3C)[nH]c2c1	13.4%
O=C(Cc1c(F)cccc1Cl)N1CCc2n[nH]c(=O)n2CC1	26.9%
COCC(=O)N(C)Cc1ccc(F)cc1	47.8%[activator][176 µM]
COc1ccc(OC2CNC2)cc1	-1.6%[12.5 µM]
Cc1ccc(CNC(=O)Cn2cccc2-c2nc(-c3ccc4c(c3)OCO4)no2)cc1	4.4%
Cc1cc(/C=C(/C#N)C(N)=O)c(C)cc1/C=C(/C#N)C(N)=O	u
Cc1cccc(NC(NC(=O)c2cccc(C)c2)C(Cl)(Cl)Cl)c1 (stereo not drawn)	4.4%
O[C@@H]1CCN(Cc2nc(C3(O)CCNCC3)cs2)C1	25.1%[176 µM]
CCC(O)Cn1nc(-c2ccco2)nc1-c1ccccc1-c1nn[nH]n1 (stereo not drawn)	17.7%
CCC1Oc2ccc(NC(=O)COc3ccccc3)cc2CN(Cc2ccc(OC)cc2)C1=O (stereo not drawn)	-3.0%
Cc1ccc(C(=O)N2CCCCCCNC(=O)[C@@H]3C[C@@H](c4nc(-c5cnccn5)no4)C[C@@H]32)s1	41.5%[activator]
CCCC(C)Nc1oc(-c2ccc(Cl)cc2)nc1C#N (stereo not drawn)	-4.3%
CCc1cc(=O)n(CC(=O)Nc2ccccc2)c(-c2cccc(F)c2)n1	16.7%
CCCO	-11.6%[176 µM]
Cc1ccc(CNC(=O)COC(=O)c2ccc(C3Nc4ccccc4S(=O)(=O)N3)cc2)cc1 (stereo not drawn)	-29.9%
Cn1cnc(S(=O)(=O)N2CC(F)(F)C[C@H]2c2nc(C3CC3)no2)c1	53.5%[activator]
CN(Cc1cc2n(n1)CCCNC2)CC1COCCO1 (stereo not drawn)	u
O=C(c1ccc(F)cc1)N1CCC2(CC1)N(c1ccccc1)C(=O)CS2(=O)=O	14.3%
O=C1CC(c2ccccc2)N(C(=O)CC2CCCCC2)CCCCCCN1 (stereo not drawn)	32.3%[activator]
O=C(CCc1nc(-c2cccs2)no1)Nc1ccccc1N1CCOCC1	-7.3%
N#Cc1cc(-c2ccccc2)sc1N	u
CCOC(=O)c1ccc(S(=O)(=O)N2CCC(C(=O)NCCc3ccccn3)CC2)cc1	2.1%
CCOc1cccc(-c2nnc(CCC(=O)NCCc3ccccc3)c(=O)[nH]2)c1	65.1%[activator]
O=C(NC1CCN(c2cc(-c3cccs3)[nH]n2)C1)c1ccc2nc[nH]c2c1 (stereo not drawn)	92.3%[activator]
Cc1c(CNC(=O)c2ccc3c(c2)[nH]c(=O)n3C2CCC(O)CC2)cnn1C (stereo not drawn)	13.2%
